# From PubChem BioAssay
# PRMT1 inh = inhibitors of human PRMT1 | Q99873 | recombinant PRMT1, activity-based probe fluorescence polarization | inhibition, % at 2.79 µM | hit rate 1.3% among 370,000 | AID 652257;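 active = inhibition above about 21% made by adding two undisclosed values, limit read from the data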
# UHRF1 binding = UHRF1 methyl-DNA binding inhibition; UHRF1 binding to methylated oligo, TR-FRET; inhibition, % at 4.4 µM; Q96T88; AID 687016; hit rate 0.75% among 370,000; in the data active = inhibition above about 21%;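 also: UHRF1 SRA domain binding a hemimethylated CpG hairpin DNA probe; 0% = median of test compound wells and 100% = reference inhibitor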
# KLK7 zymogen act = proKLK7 (human) activation, primary screen. purified proKLK7, EDANS-DABCYL substrate fluorescence; 100% is mature enzyme control, 0% vehicle. hit rate 0.9% among 370,000. activation, % at 7 µM. P49862;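 active = activation above the mean of all tested compounds plus 3 SD, computed per campaign excluding outliers beyond control limits, cut at about 13% in these data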
# Target sequence (P49862 whole entry, looked up): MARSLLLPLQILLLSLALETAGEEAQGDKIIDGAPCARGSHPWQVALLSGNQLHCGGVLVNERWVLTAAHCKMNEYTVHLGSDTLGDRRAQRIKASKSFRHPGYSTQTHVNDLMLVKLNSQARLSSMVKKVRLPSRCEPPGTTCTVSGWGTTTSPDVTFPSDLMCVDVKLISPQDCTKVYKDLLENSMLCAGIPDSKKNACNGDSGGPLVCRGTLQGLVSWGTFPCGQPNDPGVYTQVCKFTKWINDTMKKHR
# TCR CD3 inh = human TCR-CD3 binding inhibition; TAMRA-labeled TCR probe fluorescence, biochemical; inhibition, % at 9.4 µM; hit rate 0.37% among 360,000; in the data active = inhibition above about 19%;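 also: recombinant mutant TCR 2C K166C tagged with TAMRA read by polarization; 0% = receptor in buffer alone and 100% = receptor with positive control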
# Tn6 DDE FP = DD(E)-Tn6 binding inhibition, primary FP screen; hit rate 0.21% among 370,000; inhibition, % at 8.3 µM; AID 720509; Fibrin DD(E) TRITC-Tn6 fluorescence polarization displacement;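 active = inhibition above a per-campaign cutoff: mean of compounds within control limits plus 3 SD, cut at about 15% in these data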;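 also: 0% = median of all compound wells on the plate and 100% = blocking peptide control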
# SIAE primary = inhibitors of human sialic acid acetylesterase SIAE | Q9HAT2 | SIAE FP-Rh probe binding, fluorescence polarization | inhibition, % at 9.66 µM | hit rate 0.69% among 370,000 | AID 1053197;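 active = inhibition above a cutoff: mean of compounds within the control limits plus 3 SD of those, cut at about 17% in these data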;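 also: 0% = plate median of compound wells and 100% = probe without SIAE protein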
# LEDGF integ inh = blocks HIV-1 LEDGF/p75-dependent DNA integration | TR-FRET IN-LEDGF/p75 DNA integration, Eu/Cy5 | inhibition, % at 3.7 µM | hit rate 0.64% among 370,000 | AID 743269;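 active = inhibition above the screen-wide mean plus 3 SD, cut at about 13% in these data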;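 also: signal is the Cy5 over europium emission ratio at 671 and 618 nm; 0% = plate median of compound wells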
# TDP2 inh = TDP2 (human) inhibition, absorbance primary screen; recombinant TDP2, T5PNP hydrolysis, p-nitrophenol absorbance 415 nm; inhibition, % at 12.8 µM; hit rate 0.34% among 370,000;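 active = inhibition above the mean of all tested compounds plus 3 SD, set per campaign, cut at about 25% in these data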;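 also: 0% = DMSO with enzyme and 100% = buffer with substrate but no TDP2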
# Target sequence (O95551 whole entry, looked up): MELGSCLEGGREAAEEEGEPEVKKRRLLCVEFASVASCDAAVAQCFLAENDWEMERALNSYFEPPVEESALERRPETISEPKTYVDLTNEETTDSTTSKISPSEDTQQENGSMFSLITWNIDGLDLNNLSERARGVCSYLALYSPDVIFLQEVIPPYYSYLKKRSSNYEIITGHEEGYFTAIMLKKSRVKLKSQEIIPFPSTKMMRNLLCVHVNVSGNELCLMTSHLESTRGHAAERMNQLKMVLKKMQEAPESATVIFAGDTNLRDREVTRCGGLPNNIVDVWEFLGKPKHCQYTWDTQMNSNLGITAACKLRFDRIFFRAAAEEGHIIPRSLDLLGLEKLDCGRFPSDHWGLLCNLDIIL
#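 Test system: Human TDP2 enzyme | Reagent: 5 mM T5PNP | Compound dosing: 12.8 µM single point, 1% DMSO | Incubation: Enzyme reaction with compound for 2 h at 37 °C | Technique: p-Nitrophenol epi absorbance | Read-out: % inhibition relative to enzyme-containing and enzyme-free wells | Benchmarks: High control without enzyme, low control DMSO plus TDP2 | Replicates: Singlicate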
# MBD2 DNA inh = blocks human MBD2 binding to methylated DNA; AID 686964; inhibition, % at 4.4 µM; hit rate 0.31% among 370,000; TR-FRET, MBD2 binding to methylated oligonucleotide; in the data active = inhibition above about 13%
# Target sequence (Q9UBB5 whole entry, looked up): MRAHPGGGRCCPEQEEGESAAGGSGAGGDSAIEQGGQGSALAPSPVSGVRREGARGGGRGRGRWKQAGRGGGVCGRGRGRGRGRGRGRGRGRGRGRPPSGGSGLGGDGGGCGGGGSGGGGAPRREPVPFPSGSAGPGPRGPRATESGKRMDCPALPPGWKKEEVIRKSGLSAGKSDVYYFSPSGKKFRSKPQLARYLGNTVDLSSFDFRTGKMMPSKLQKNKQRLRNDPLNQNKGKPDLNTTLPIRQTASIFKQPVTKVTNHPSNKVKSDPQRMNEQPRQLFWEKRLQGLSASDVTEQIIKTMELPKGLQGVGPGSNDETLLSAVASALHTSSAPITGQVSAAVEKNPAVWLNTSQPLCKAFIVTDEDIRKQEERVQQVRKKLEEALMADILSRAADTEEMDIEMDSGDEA
# DDE Tn7 FP inh = DD(E)-Tn7 binding inhibition, primary FP screen; P02675; inhibition, % at 8.3 µM; hit rate 0.13% among 370,000; FP displacement of FITC-Tn7 peptide from fibrin DD(E); 0% = median of compound wells per plate;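 active = inhibition above the mean of compounds falling within the control limits plus 3 SD of them, cut at about 14% in these data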;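 also: 0% = plate median of compound wells and 100% = 10 µM Aha-Tn7 peptide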
#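 Assay system: Fibrin-DD(E) protein isolated from polymerized human fibrin clots; read-out basis: percent inhibition; medium: Tris/NaCl/CaCl2 buffer, pH 7.8; signal: FP measurement; incubation: 10 min plus 3 h, room temperature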
# * hit, by the source's call; . = not tested or not shown; & = joins results of further samples. Not a hit list, and some 4.6% of all compounds hit somewhere here.
PRMT1 inh	UHRF1 binding	KLK7 zymogen act	TCR CD3 inh	Tn6 DDE FP	SIAE primary	LEDGF integ inh	TDP2 inh	MBD2 DNA inh	DDE Tn7 FP inh	SMILES
1	0	-0.6	-1	-4	7	1	4	-3	5	Cc1ccc(/C=C/C(=O)O)cc1S(=O)(=O)Nc1ccc2c(c1)OCO2
3	0	-0.5	5	-1	-10	-5	-11	-3	-5	O=C(CSCc1ccccc1)Nc1cccc(C(=O)Nc2ccc(C(=O)O)cc2)c1
1	2	-0.1	-6	0	0	2	-8	5	-3	CCOC(=O)Cn1c2c(c(-c3ccccc3OC)cc1=O)CCCC2
2	2	-0.5	-2	-3	-2	-4	7	3	-3	Cn1c(SCC(=O)N2CCCC2=O)nnc1-c1ccccc1F
2	-1	0.6	5	3	2	1	12	-5	-1	CC(=O)c1cccc(NC(=O)CCNC(=O)c2ccccc2Cl)c1
12	15	-0.2	-5	-1	-3	-1	4	-2	-7	c1ccc(Nc2nnc(-c3ccc4c(c3)OCO4)o2)cc1
10	3	0.2	5	9	5	3	2	4	9	CN(Cc1ccccc1)C(=O)c1cnc2n(c1=O)CCS2
1	0	-0.3	0	5	8	2	5	0	1	COc1ccc(NC(=O)C2C3C=CC4(O3)C2C(=O)N(CCCN2CCCC(C)C2)C4C(=O)NC2CCCCC2)cc1 (stereo unspecified)
4	-5	0.2	6	10	5	-1	-3	-10	5	Cc1oc(/N=C/c2ccc3c(c2)OCO3)c(C#N)c1C
0	0	-0.6	-3	2	15	2	3	-1	-2	O=C(CSc1nnc(-c2ccccc2Br)o1)N1CCOCC1
-1	-1	0.7	-2	4	7	6	7	0	-5	CC(C)c1ccc(NC2CCCN(C(=O)c3ccco3)C2)cc1 (stereo unspecified)
0	0	-3.4	-4	-11	-4	-2	-5	5	-3	Nc1nn(-c2ccccc2)nc1C(=O)OCc1ccccc1
-2	-2	0.5	9	3	1	1	-4	-1	-3	COc1ccc(C(=O)C2CCCN(Cc3cnc(N4CCOCC4)s3)C2)c(OC)c1 (stereo unspecified)
0	0	-0.2	-1	5	7	2	-1	4	-14	Cc1ccn2cc(CSc3ccccc3)nc2c1
0	-5	-0.2	-1	2	-1	9	3	-3	-6	C=CCn1c(N2C(=O)CC(Cc3ccccc3)C2=O)nc2ccccc21 (stereo unspecified)
-1	2	0.4	2	-7	3	4	-3	-3	-5	COc1ccc(S(=O)(=O)N2CCC(C(=O)N3CCOCC3)CC2)cc1Cl
5	2	-0.2	0	-3	2	3	5	6	0	Cc1ccc(C(=O)N2CCCC2)cc1S(=O)(=O)N1CCOCC1
-4	5	-0.4	-7	-4	4	1	-8	0	0	Cc1cccc(NC(=S)N(C)C)c1C
0	0	0.1	6	-7	8	4	3	1	-2	O=C(N/N=C/c1ccc(-c2cccc([N+](=O)[O-])c2)o1)c1ccccc1O
-2	-1	-0.2	4	0	10	6	-9	-6	-1	COc1ccccc1NS(=O)(=O)c1ccc2nc(CCl)[nH]c2c1
3	3	-0.5	-4	5	0	-3	5	4	3	CC(NC(=O)c1ccc2c(c1)OCCO2)C(=O)O (stereo unspecified)
0	0	0.3	0	2	3	-3	8	1	1	Cn1nc(-c2ccc(S(N)(=O)=O)s2)cc1C(F)(F)F
-1	0	-0.3	5	-1	-31	-4	-8	-1	2	COc1ccc(C(=O)Nc2nc3cc(OC)c(OC)cc3c(=O)[nH]2)cc1
4	-3	-0.5	1	-8	-5	1	-9	-5	6	COc1ccc(C=C2SC(=S)N(CCCC(=O)Nc3ccc(C(=O)O)c(O)c3)C2=O)cc1OC
-2	1	0.4	5	7	-2	-2	0	3	-4	CC(=O)Nc1ccc(NC(=O)CSc2nc(=O)n(CCCN3CCOCC3)c3c2CCC3)cc1
2	-3	0.1	3	2	1	2	2	5	-3	O=C(NC1CCCCCC1)C1c2ccccc2C(=O)N1Cc1ccco1 (stereo unspecified)
5	4	-0.2	-3	5	0	-2	3	-2	5	Cc1ccccc1S(=O)(=O)N(C)C[C@H]1OCc2cn(nn2)CCCC(=O)N([C@H](C)CO)C[C@@H]1C
-2	0	0.7	4	12	-4	1	13	2	3	CCC(CC)NC(=O)c1cccc(Br)c1
-2	1	0.0	-3	5	-3	2	13	-3	-10	Cc1ccc(NC(=O)Nc2nnc(-c3ccccc3F)s2)cc1
3	0	0.1	-1	6	2	-1	-8	2	0	Cc1ccc(NC(=O)c2ccc(Oc3ncccn3)cc2)cc1
-3	-3	-0.1	-2	1	2	1	19	-2	-5	O=C(COc1cc(Cl)ccc1Cl)N1CCNC1=O
18	-1	-0.1	-12	-3	-9	-5	-5	8	2	CSc1nsc(SCC(=O)Nc2ccc(F)cc2)n1
-3	1	0.0	-4	2	-3	0	0	-3	-5	Cc1cccc(N(C)S(=O)(=O)c2cc3c(cc2C)n(C)c(=O)c(=O)n3C)c1
0	-1	0.2	4	2	10	-1	-9	1	-1	O=C(CCSCc1cccc(Cl)c1)NCCc1ccccc1
2	0	0.6	10	-2	-4	0	-3	-7	-3	C/C(=C1/SC(=S)N(CCC(=O)O)C1=O)c1ccc(O)cc1
5	-2	0.1	3	8	1	-1	6	-4	1	O=C1CC(N2CCN(c3ccccc3)CC2)C(=O)N1CCc1ccccc1 (stereo unspecified)
3&2	3&-1	-0.7&-1.0	-4&3	1&1	-8&-1	-1&2	2&2	1&2	6&-1	CN1CCN(Cc2nc3ccccc3c(=O)n2Cc2nc(-c3ccc4ccccc4c3)cs2)CC1
-1	-2	-0.1	2	5	-18	20*	2	3	11	COc1ccc(S(=O)(=O)N(CC(=O)Nc2ccc(S(=O)(=O)N3CCOCC3)cc2)c2ccccc2)cc1
-3	-7	-0.2	-2	-5	-1	5	-4	-9	-10	CN=C1SC(CC(=O)Nc2sc3c(c2C#N)CCCC3)C(=O)N1C (stereo unspecified)
0	-3	-0.1	0	-4	-3	-1	3	1	-6	CCOC(=O)C1CCCN(C(=O)C2CCN(S(=O)(=O)N3CCC4(CC3)OCCO4)CC2)C1 (stereo unspecified)
2	6	-0.8	4	-5	1	-1	-15	-3	-5	O=C(CSc1cccc[n+]1[O-])NN(c1ccccc1)c1ccccc1
-3	1	-0.4	1	-1	1	2	-15	-5	0	Clc1ccccc1CSc1ncccn1
0	-3	0.0	0	-5	7	1	9	4	1	O=C(NCC1COc2ccccc2O1)c1cccc(S(=O)(=O)N2CCCCC2)c1 (stereo unspecified)
0	-4	-0.4	-5	-6	6	0	5	-6	-1	Cc1ccc(S(=O)(=O)N(C)C)cc1NC(=O)CSc1ccc2c(c1)OCCO2
2	-1	1.1	4	4	-1	3	-10	-2	-2	Cn1c(N)c(C(=O)CSc2nc3ccccc3n2-c2ccccc2)c(=O)n(C)c1=O
-2	-6	0.1	-4	0	8	-3	-11	-7	3	Fc1ccccc1CSc1nnc2ccc(-c3ccncc3)nn12
2	-2	0.4	.	0	0	2	-2	-1	4	COC(=O)C[C@@H]1CC[C@H]2[C@@H](COc3ccc(NC(=O)Nc4ccccc4)cc3C(=O)N2C)O1
17	-1	0.2	4	-4	4	-2	-12	0	6	Cc1cccc(NC(=S)NNC(=O)COc2ccc(Cl)cc2Cl)c1
-3	0	-0.3	5	-3	-5	0	-9	2	-1	COC(C[C@@H](O)C[C@@H](O)[C@H](C)OCc1ccccc1)OC
0	2	0.2	-11	2	-5	-1	-8	0	-2	Cc1nn(CC(=O)NCCc2cccs2)c(=O)c2cc3ccccc3n12
-1	10	0.5	-1	4	2	-3	-6	3	3	O=C(Nc1ccccc1)c1ccc(S(=O)(=O)N2CCOCC2)cc1
2	4	-0.7	-4	-3	-1	7	-15	-3	-5	O=C(NCC1CC1)c1csc(COCCO)n1
-1	-1	0.5	3	4	13	-1	1	2	1	Cc1cc(C(=O)NNC(=S)NCc2ccco2)nn1C
0	5	-1.0	7	-4	-8	4	-18	5	2	Cc1nc(Nc2c(Cl)cccc2Cl)sc1C(=O)Nc1ccccc1
0	-4	0.0	1	14	8	1	4	0	-1	CCC/C(=N/NC(=O)c1csc(C)c1C)c1ccc(Cl)s1
-2	3	0.4	1	3	3	-2	1	2	4	COc1ccc(NC(=O)CS(=O)(=O)c2cccc(Cl)c2)cc1
55*	4	0.6	-1	-3	-4	2	6	1	-2	Cc1cc(NS(=O)(=O)c2ccc(NC(=O)/C=C/c3ccc(C)o3)cc2)nc(C)n1
1	1	0.6	0	-5	1	2	-13	-2	-9	CCOC(=O)Cc1cnc(NC(=O)CSc2nc(N)cc(=O)[nH]2)s1
1	4	0.4	-1	2	-1	-6	-9	-1	4	CCN(CC)S(=O)(=O)c1ccc(S(=O)(=O)Nc2ccc(C(=O)N3CCCC3)cc2)cc1
-2	-3	2.1	0	-6	-2	-3	-6	-4	-2	C=CCOc1cccc(C2/C(=C(/O)c3ccccc3)C(=O)C(=O)N2CCN2CCOCC2)c1 (stereo unspecified)

# The closing four records of the section above open the next one.
PRMT1 inh	UHRF1 binding	KLK7 zymogen act	TCR CD3 inh	Tn6 DDE FP	SIAE primary	LEDGF integ inh	TDP2 inh	MBD2 DNA inh	DDE Tn7 FP inh	SMILES
55*	4	0.6	-1	-3	-4	2	6	1	-2	Cc1cc(NS(=O)(=O)c2ccc(NC(=O)/C=C/c3ccc(C)o3)cc2)nc(C)n1
1	1	0.6	0	-5	1	2	-13	-2	-9	CCOC(=O)Cc1cnc(NC(=O)CSc2nc(N)cc(=O)[nH]2)s1
1	4	0.4	-1	2	-1	-6	-9	-1	4	CCN(CC)S(=O)(=O)c1ccc(S(=O)(=O)Nc2ccc(C(=O)N3CCCC3)cc2)cc1
-2	-3	2.1	0	-6	-2	-3	-6	-4	-2	C=CCOc1cccc(C2/C(=C(/O)c3ccccc3)C(=O)C(=O)N2CCN2CCOCC2)c1 (stereo unspecified)
-2	-1	-0.2	2	-3	7	0	4	-1	-1	CCOc1cc(NC(=S)NCCCN2CCOCC2)c(OCC)cc1NC(=O)c1ccccc1
-1	0	-0.2	6	-1	-4	-1	-20	-6	-4	CC1CC(C)CN(C(=S)Nc2ccc(SC(F)F)cc2)C1 (stereo unspecified)
0	2	0.0	-7	-6	-1	5	-3	2	-2	O=C1c2ccccc2C(=O)N1Cc1ccccn1
1	0	0.3	6	-8	0	-1	-2	-5	-9	c1ccc2c(c1)CC1(CCCC1)n1nnnc1-2
1	-2	-0.8	4	7	0	1	8	3	0	O=C(C1CCCN(S(=O)(=O)c2cccs2)C1)N1CCc2ccccc2C1 (stereo unspecified)
-1	2	-0.2	1	1	-4	1	-7	1	-1	CCCC(=O)Nc1ccc(C(=O)NNC(=O)c2cccc([N+](=O)[O-])c2)cc1
